Epigenetic derep – epigenetic control regulation, reporter derepression; murine LDR cells, GFP reporter derepression, 30 h; Potency, µM (series often up to 53.9 µM), inactives show at the top dose GFP activation, hits mostly activators; actives 0.2% (n = 280,000); AID 1865; also: potency is read from the fitted curve at half-maximal effect; % of control where 0% means no effect; nearly all actives have a fitted effect of over 60% in size
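In this reporter-derepression format, murine cells bearing a silenced integrated CMV-GFP locus incubate with test compound (30 h, 37 C), then are washed and imaged; fluorescent objects of 20–120 um count as induced cells.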
CBFb-RUNX1 inh – CBF-beta/RUNX1 interaction disruption; 230,000 tested, under 10 active; AID 1477; AlphaScreen CBFb-His/RUNX1-biotin binding, biochemical; Potency, µM (doses to about 59.8 µM), for the others: at the highest dose activity, negative = inhibition, actives largely listed as inhibitors; Q01196+Q13951; also: % of control where 0% means no effect
Target sequence (Q01196 whole entry, looked up): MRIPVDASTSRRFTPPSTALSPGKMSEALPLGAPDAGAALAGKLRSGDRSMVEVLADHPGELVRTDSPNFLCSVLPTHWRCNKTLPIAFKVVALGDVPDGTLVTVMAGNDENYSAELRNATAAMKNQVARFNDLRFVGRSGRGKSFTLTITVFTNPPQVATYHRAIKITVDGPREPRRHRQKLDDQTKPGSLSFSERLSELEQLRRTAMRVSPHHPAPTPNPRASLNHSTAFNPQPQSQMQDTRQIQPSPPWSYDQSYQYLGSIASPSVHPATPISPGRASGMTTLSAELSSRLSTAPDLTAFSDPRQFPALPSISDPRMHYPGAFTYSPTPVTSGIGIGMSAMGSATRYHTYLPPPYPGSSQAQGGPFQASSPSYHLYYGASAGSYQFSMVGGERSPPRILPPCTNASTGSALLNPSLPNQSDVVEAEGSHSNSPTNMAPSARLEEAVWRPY
Target sequence (Q13951 whole entry, looked up): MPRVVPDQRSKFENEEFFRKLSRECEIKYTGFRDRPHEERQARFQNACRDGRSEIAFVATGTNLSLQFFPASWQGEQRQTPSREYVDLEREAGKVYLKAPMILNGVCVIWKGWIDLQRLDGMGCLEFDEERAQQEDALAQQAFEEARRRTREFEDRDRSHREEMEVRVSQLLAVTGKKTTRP
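Interaction loss through any mechanism counts as activity. Pre-formed complex of His-CBF-beta and biotin-RUNX1 (30 nM apiece) is incubated with compound 15 min, then with 50 ng nickel and 50 ng streptavidin beads for 90 min before AlphaScreen detection.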
Luc counter – Kinase-Glo luciferase inhibition (counter-screen); Q27757; Kinase-Glo luciferase, ATP luminescence, 8 min; Potency, µM (highest dose often 38.3 µM), inactives show at the top dose activity change, negative = inhibition, actives largely listed as inhibitors; actives 0.28% (n = 200,000); also: potency is read from the fitted curve at half-maximal effect; % is scaled to controls: 0 for no effect and ±100 for the full control effect; nearly all actives have a fitted effect of over 60% in size
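Substrate mix (final 50 mM imidazole pH 7.2, 50 mM KCl, 7 mM MgCl2, 10 uM ATP, 0.01% Tween 20, 0.05% BSA) plus pin-tool compound, then Kinase-Glo detection mix; 8 min ambient, luminescence read.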
HTT aggregate – reduces HttQ103-GFP aggregates in PC12 cells; actives 1.1% (n = 220,000); Potency, µM (series often up to 46.1 µM), for inactives: at the highest dose activity change, negative = inhibition, most hits filed as inhibitors; PC12 HttQ103-GFP aggregates, Acumen cytometry, 40 h; also: potency is read from the fitted curve at half-maximal effect; % is scaled to controls: 0 for no effect and ±100 for the full control effect; nearly all actives have a fitted effect of over 60% in size
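Using laser scanning cytometry, GFP-positive aggregates were counted after lysis of PC12 cells induced with 100 nM tebufenozide to express HTT exon 1 Q103–GFP. Compounds were tested in titration.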
IMPase Li inh – IMPase inhibition in cells with lithium potentiation. CHO-M1 cells, IP1 TR-FRET (IP-One), carbachol + lithium. Potency, µM (doses to about 59.4 µM), for the others: top-dose activity, negative = IMPase inhibition, usual class: inhibitors. actives 0.35% (n = 210,000);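 also: IP1 builds up when IMPase is blocked and the TR-FRET signal falls; potency is read from the fitted curve at half-maximal effect; plate controls were basal vehicle for no effect and high inhibitor control for full effect; nearly all actives have a fitted effect of over 50% in size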
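Test compounds were applied to CHO-M1 cells previously cultured for 16–30 h at 2000 per well. A small lithium amount accompanied them; after 30 min at 37C, IP1 was quantified by TR-FRET.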
NPSR antag – neuropeptide S receptor (human) antagonism, cAMP; Potency, µM (doses to about 38.3 µM), inactives show top-dose activity change, negative = inhibition, usual class: inhibitors; CHO-NPSR cells, cAMP TR-FRET, antagonist mode; actives 1% (n = 220,000); also: potency is read from the fitted curve at half-maximal effect; % is scaled to controls: 0 for no effect and ±100 for the full control effect; nearly all actives have a fitted effect of over 50% in size; many of its hits are not listed in these tables
Target sequence (Q6W5P4 whole entry, looked up): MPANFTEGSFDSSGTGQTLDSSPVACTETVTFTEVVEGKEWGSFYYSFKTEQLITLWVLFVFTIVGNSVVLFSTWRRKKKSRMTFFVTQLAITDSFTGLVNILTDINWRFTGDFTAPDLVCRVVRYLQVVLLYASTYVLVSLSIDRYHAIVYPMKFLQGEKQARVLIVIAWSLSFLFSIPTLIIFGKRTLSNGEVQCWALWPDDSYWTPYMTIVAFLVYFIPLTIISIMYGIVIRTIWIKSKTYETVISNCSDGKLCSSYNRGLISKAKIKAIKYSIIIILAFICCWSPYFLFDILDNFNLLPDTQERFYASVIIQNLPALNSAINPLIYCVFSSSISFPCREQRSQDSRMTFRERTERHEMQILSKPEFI
Lamin A splicing – changes lamin A minigene splicing in HeLa cells. actives 0.01% (n = 200,000). Potency, µM (doses to about 46.1 µM), for the others: top-dose ratio change, negative = inhibition, most hits filed as inhibitors. AID 1487. HeLa LMNA splicing GFP/RFP minigene ratio, 48 h; active = well fitted inhibition curve with a large enough effect in the signal ratio, with a control signal flat, not every such curve was filed as active; inconclusive = small, poorly fitted or top-dose-only effect, or effect the other way, or a change in a side signal; the % refers to the signal ratio; also: potency is read from the fitted curve at half-maximal effect; % is scaled to controls: 0 for no effect and ±100 for the full control effect
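S3 HeLa stable clones carrying a lamin A-EGFP splicing minigene plus DsRed2 were seeded at 600 cells/well in Opti-MEM with 2% FBS, pin-dosed and incubated 48 h at 37°C. Acumen cytometry (488 nm) gave the GFP/RFP total-intensity ratio.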
Active calls of the source: *; ? = inconclusive; . = not tested or not shown; [ ] = remark or other dose. Unless noted, calls follow the shape of the dose curve; as a rule, active = well fitted curve in the direction sought with a large enough effect; inconclusive = small, poorly fitted or top-dose-only effect, or another doubt; inactive = no such curve, though single readings can be large; an effect the other way counts as inactive or inconclusive.

SMILES	Epigenetic derep	CBFb-RUNX1 inh	Luc counter	HTT aggregate	IMPase Li inh	NPSR antag	Lamin A splicing
CCCC1(C(=O)OC)NC(c2cccc(F)c2)C2C(=O)N(CC)C(=O)C21 (configuration not stated)	1.0%	8%	-6%	9%	14%[38.3 µM]	-1%[46.1 µM]	-6%
COC(=O)c1ccc(C2C(C#N)=C(C)NC3=C2C(=O)CC(C)(C)C3)cc1 (configuration not stated)	-1.0%	10%	.	?	.	-14%[46.1 µM]	-5%
Cc1cc(C(=O)CSc2nc(N)cc(=O)[nH]2)c(C)n1-c1cccc(F)c1	-1.1%	-15%	-2%	-2%	3%	14%	?
COc1cccc(OC)c1C(=O)Nc1ccccc1C(=O)N1CCOCC1	-2.1%	5%	1%	6%	25%[38.3 µM]	2%[46.1 µM]	2%
O=C(NCc1ccco1)C1(c2ccc(Cl)cc2)CCCC1	-1.8%	-1%	4%	3%[9.22 µM]	6%[38.3 µM]	-19%[46.1 µM]	-2%
Cc1cccc([C@H]2[C@@H]3C=CC[C@@H](C)[C@@H]3C(=O)N2Cc2ccccc2)c1	-1.6%	10%[89.1 µM]	0%[39.9 µM]	.	6%	.	.
CCOC(=O)C(CCCOc1ccccc1)C(=O)OCC	-1.0%	25%	15%	-10%	37%[activator][38.3 µM]	3%[46.1 µM]	5%
CC(C)CCNC(=O)C1CC(c2ccccc2C(F)(F)F)=NO1 (configuration not stated)	-0.2%	14%	.	-36%[9.22 µM]	.	9%	.
COC(=O)c1ccccc1NC(=O)C1CCCN(c2nnc(-n3cccc3)s2)C1 (configuration not stated)	-1.0%	-2%	-1%	-16%	21%	-11%	-14%
O=C(NCCCN1CCOCC1)c1cc2c(=O)[nH]c3ccccc3c2s1	-1.0%	-2%	2%	6%	11%	14%	-2%
CN(CCOC(=O)c1cccc(F)c1)Cc1ccccc1	0.0%	11%	-2%	-19%	-3%	10%	-6%
COc1ccc2o/c(=N\O)c(C(=O)Nc3ccccc3OC)cc2c1	-4.1%	-1%	-5%	-3%	24%[38.3 µM]	-20%[46.1 µM]	-15%
O=C1CCc2cc(S(=O)(=O)NCCC(=O)N3CCN(c4cccc(Cl)c4)CC3)ccc2N1	-1.0%	-1%	5%	?	16%	7%	?
CCn1nc(C(=O)OC(C(=O)c2c[nH]c3ccccc23)c2ccccc2)c2ccccc2c1=O (configuration not stated)	0.0%	-4%	-5%	-21%	23%[38.3 µM]	?	22%
CC(C)(C)NC(=O)C(c1ccc(O)cc1)N(C(=O)CCC(=O)Nc1nccs1)c1cccc(F)c1 (configuration not stated)	0.0%	6%	1%	2%[9.22 µM]	-4%	0%	.
Cc1csc(NC(=O)C2C3C=CC(C3)C2C(=O)O)n1 (configuration not stated)	0.0%	0%	3%	12%[9.22 µM]	5%[38.3 µM]	-4%[46.1 µM]	18%
O=C(CC1CS(=O)(=O)CC1CC(=O)Nc1ccc2c(c1)OCCO2)Nc1ccc2c(c1)OCCO2 (configuration not stated)	-5.8%	-7%	-1%	-4%[9.22 µM]	0%	0%	.
CN(C)S(=O)(=O)c1cccc(NC(=O)c2ccc(Sc3nncn3C)c([N+](=O)[O-])c2)c1	0.0%	?	.	-17%[9.22 µM]	8%	-5%	.
COc1cc(/C=N/NC(=O)CSc2cc(C)c(Br)cc2C)ccc1O	-0.7%	-6%	20%	?	42%[activator][38.3 µM]	-5%[46.1 µM]	?
Cc1c(NC(=O)C(C)OC(=O)CNC(=O)c2ccccc2)c(=O)n(-c2ccccc2)n1C (configuration not stated)	0.0%	1%	-1%	0%	23%[38.3 µM]	-7%[46.1 µM]	-8%
Cc1ccc(CSc2nnc(Nc3ccc(C)cc3)s2)cc1	0.0%	3%	2%	19%[9.22 µM]	31%[activator][38.3 µM]	-13%[46.1 µM]	1%
CC(C)(C)N(Cc1ccccc1)C(=O)COC(=O)CCc1c[nH]c2ccccc12	-1.8%	2%	.	13%	.	?	?
Cc1cc(=S)cc(C)n1CCO	-4.8%	2%	-1%	-9%	-6%	7%	?
CC(C)NC1CS(=O)(=O)CC1O (configuration not stated)	-3.6%	1%	17%	7%	23%[38.3 µM]	-9%[46.1 µM]	7%
NC(=O)c1sc2nccc(Nc3ccccc3)c2c1N	1.1%	1%	3%	.	10%[38.3 µM]	-14%[46.1 µM]	-8%
Cc1noc(C)c1C(=O)OCC(=O)c1c(N)n(CC(C)C)c(=O)n(C)c1=O	-2.7%	1%	-7%	-4%	2%[38.3 µM]	0%[46.1 µM]	-3%
Cc1cc(Cl)ccc1NC(=S)N1CCN(C(=O)C2CCCO2)CC1 (configuration not stated)	0.0%	-3%	-3%	-14%	-4%	26%	-6%
COC(=O)C(C)(C)ONC(=O)Nc1ccc([N+](=O)[O-])cc1	-2.4%	-1%	8%	3%	-3%	-5%	.
COc1ccc2c(c1)NC(C)(C)C=C2C	0.0%	-23%	1%	0%	8%	-6%	0%[9.22 µM]
CN(CCc1ccccn1)C(=O)Nc1cccc(Cl)c1	-0.4%	1%	.	-18%[9.22 µM]	.	-3%[7.67 µM]	.
O=C(Cn1cc2c(n1)CCCC2)NCC1CCCO1 (configuration not stated)	0.2%	-1%	0%	26%	4%[38.3 µM]	-7%[46.1 µM]	6%
CCn1cnc2sc(C(=O)N3CCN(Cc4ccc5c(c4)OCO5)CC3)c(C)c2c1=O	-2.5%	-1%	-1%	-22%	-16%[38.3 µM]	-8%[46.1 µM]	?
COCc1cc(C)nc(SCC[N+](C)(C)CC(=O)Nc2ccccc2)c1C#N	0.0%	16%	-1%	12%	4%	8%	25%[9.22 µM]
O=C(O)CCS(=O)(=O)Cc1cccc(Cl)c1	-0.9%	2%	0%	23%	-5%[38.3 µM]	-8%[46.1 µM]	8%
O=C(NCCCN1CCOCC1)c1ccc(CSc2ccc(Cl)cc2)cc1	-0.1%	-4%	4%	-7%	13%	-16%	-21%[46 µM]
Cc1ccc(N(C(=O)c2ccc(S(=O)(=O)N3CCOCC3)cc2)C2C=CS(=O)(=O)C2)cc1 (configuration not stated)	-1.0%	0%	2%	-19%	6%[38.3 µM]	-21%[46.1 µM]	-8%
O=S(=O)(N/N=C\c1cn(-c2ccccc2)nc1-c1ccccc1)c1ccccc1	-1.1%	-1%	3%	-22%	7%[38.3 µM]	-23%[46.1 µM]	1%
COc1ccc(-c2cccc(-c3cc(=O)oc4cc5c(cc34)OCO5)c2)cc1	-0.9%	7%[89.1 µM]	1%[39.9 µM]	.	14%	.	.
C1=CCC(CN2CCN(C3CCCCCC3)CC2)CC1 (configuration not stated)	-1.3%	-4%	-2%	-7%	10%	8%	.
CCOC(=O)C1=C(C)N=C2SC(C)C(=O)N2C1c1ccccc1 (configuration not stated)	2.7%	0%	1%	16%[9.22 µM]	11%	3%	.
CC(C)OC(=O)c1nnn(-c2nonc2N)c1CSc1ccccn1	-3.4%	-13%	-3%	4%	?	-15%[46.1 µM]	20%
O=C(Nc1cccc(S(=O)(=O)N2CCCCCC2)c1)c1ccc2c(c1)OCO2	-1.1%	6%	-1%	?	9%	-10%	?
O=C1c2ccccc2-c2nnc(-c3ccc(F)cc3)cc21	0.0%	7%	5µM*	11%	2%	-22%	-6%[9.22 µM]
Cc1cc(C)cc(Oc2ccccc2/C=C\C(=O)O)c1	0.9%	3%	6%	5%	4%	-15%[46.1 µM]	-6%
Cc1ccc(S(=O)(=O)N2CCCCC2)cc1NC(=O)COc1ccccc1F	-0.6%	-1%	1%	-6%	1%	-16%	.
O=C(Nc1ccc(N2CCN(C(=O)c3ccco3)CC2)cc1)c1cccc(F)c1	-2.1%	-1%	.	-8%	.	-21%[46.1 µM]	-11%
Cc1cccc(C2c3[nH]c4ccccc4c3CCN2Cc2ccc(C)s2)n1 (configuration not stated)	-1.2%	-2%	.	14%[9.22 µM]	-1%	4%	.
CCCNc1nc(C)nc2c1cnn2CCc1ccccc1	-0.2%	4%	-3%	9%	-5%[38.3 µM]	-7%[46.1 µM]	12%
O=C(NCCCN1CCN(CCCNC(=O)c2ccccc2F)CC1)c1ccccc1F	-2.1%	0%	0%	-1%	11%[38.3 µM]	1%[46.1 µM]	0%

By substructure: the compounds so far with fluorine
SMILES	Epigenetic derep	CBFb-RUNX1 inh	Luc counter	HTT aggregate	IMPase Li inh	NPSR antag	Lamin A splicing
CCCC1(C(=O)OC)NC(c2cccc(F)c2)C2C(=O)N(CC)C(=O)C21 (configuration not stated)	1.0%	8%	-6%	9%	14%[38.3 µM]	-1%[46.1 µM]	-6%
Cc1cc(C(=O)CSc2nc(N)cc(=O)[nH]2)c(C)n1-c1cccc(F)c1	-1.1%	-15%	-2%	-2%	3%	14%	?
CC(C)CCNC(=O)C1CC(c2ccccc2C(F)(F)F)=NO1 (configuration not stated)	-0.2%	14%	.	-36%[9.22 µM]	.	9%	.
CN(CCOC(=O)c1cccc(F)c1)Cc1ccccc1	0.0%	11%	-2%	-19%	-3%	10%	-6%
CC(C)(C)NC(=O)C(c1ccc(O)cc1)N(C(=O)CCC(=O)Nc1nccs1)c1cccc(F)c1 (configuration not stated)	0.0%	6%	1%	2%[9.22 µM]	-4%	0%	.
O=C1c2ccccc2-c2nnc(-c3ccc(F)cc3)cc21	0.0%	7%	5µM*	11%	2%	-22%	-6%[9.22 µM]
Cc1ccc(S(=O)(=O)N2CCCCC2)cc1NC(=O)COc1ccccc1F	-0.6%	-1%	1%	-6%	1%	-16%	.
O=C(Nc1ccc(N2CCN(C(=O)c3ccco3)CC2)cc1)c1cccc(F)c1	-2.1%	-1%	.	-8%	.	-21%[46.1 µM]	-11%
O=C(NCCCN1CCN(CCCNC(=O)c2ccccc2F)CC1)c1ccccc1F	-2.1%	0%	0%	-1%	11%[38.3 µM]	1%[46.1 µM]	0%

Only part of the results is shown; the hit share may differ from the screen's.
